PI4K2A block = PI4K2A (human) kinase inhibition. purified PI4K2A, ADP-Glo luminescence, 1 h; stronger effect = lower value. 420,000 compounds, 0.13% hits. activity change, negative = inhibition, % at 76.9 µM; in the data active = activity change below about -50%; inconclusive = mostly about -30% to -49%;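 note: -100% = wells without enzyme as full effect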
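Compounds are screened against recombinant PI4K2A using PI as substrate and ATP, the latter dispensed at 300 microM. Reactions run one hour at ambient temperature before ADP-Glo detection; full inhibition defined by wells lacking enzyme.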
HP1b binding inh = HP1-beta chromodomain-methylated histone interaction inhibition | Potency, µM (series often up to 114 µM), for inactives: at the top dose activity change, negative = inhibition, usual class: inhibitors | AlphaScreen HP1-beta / biotin-H3K9me3 peptide binding | P83916 | 390,000 compounds, 0.56% hits; note: potency is the fitted concentration of half-maximal effect; nearly all actives have a fitted effect of over 70% in size; inactives centre near 23
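HP1-beta protein (50 nM final) preincubated 30 min at room temperature with biotinylated H3(1-18)K9me3 peptide (50 nM) in PBS pH 7.4, 0.01% Tween-20, then compound added for 30 min. AlphaScreen streptavidin donor/nickel chelate acceptor beads (10 ug/mL final), 30 min dark, luminescence read.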
Tb PGK inh = T. brucei PGK inhibition; 380,000 compounds, 0.043% hits; PGK/GAPDH coupled, Kinase-Glo luminescence, 60 min; Potency, µM (titrated, usually from 57.5 µM), for inactives: at the top dose activity change, negative = inhibition, hits mostly inhibitors; P07378; note: potency is the fitted concentration of half-maximal effect; % is set by controls: 0 for no effect and ±100 for the full control effect; nearly all actives have a fitted effect of over 60% in size
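Luminescent ATP detection (Kinase-Glo Plus) follows a 60-minute room-temperature incubation, with wells lacking PGK as controls. Buffer: 100 mM TEA (pH 7.6), 5 mM MgCl2, 0.01% Tween-20. Coupling enzyme GAPDH (100 nM final) supplies unstable 1,3-BPG in-well.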
POLH inh = DNA polymerase eta (human) inhibition; Q9Y253; recombinant Pol eta, fluorescent DNA replication assay; Potency, µM (highest dose often 114 µM), for inactives: at the highest dose activity change, negative = inhibition, most hits filed as inhibitors; 390,000 compounds, 1.2% hits; AID 588591; note: potency is the fitted concentration of half-maximal effect; % is set by controls: 0 for no effect and ±100 for the full control effect
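Pol eta (10 nM) was preincubated with compounds for 15 min at room temperature, after which fluorescent replication substrate (50 nM final) was added to start the reaction. Fluorescence was read kinetically at 0 and 10 min.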
G9a block = inhibitors of human histone lysine methyltransferase G9a; G9a H3K9 monomethylation, AlphaScreen, 2 h; AID 504332; Potency, µM (series often up to 102 µM), inactives show at the highest dose activity, negative = inhibition, usual class: inhibitors; Q96KQ7; 350,000 compounds, 8.8% hits; note: potency is the fitted concentration of half-maximal effect; % is set by controls: 0 for no effect and ±100 for the full control effect; nearly all actives have a fitted effect of over 75% in size
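AlphaScreen read-out: biotin-H3K9 peptide (500 nM) methylation by 20 nM enzyme with 20 uM SAM, 2 h at room temperature after 15 min compound preincubation; anti-monomethyl H3K9 antibody plus donor/acceptor beads, 10 min dark.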
GLS inh = glutaminase GLS (human) inhibition. GLS enzymatic activity, qHTS titration. Potency, µM (doses to about 45.5 µM), for the others: at the highest dose activity change, negative = inhibition, usual class: inhibitors. O94925. AID 624170. 410,000 compounds, 0.21% hits; note: potency is the fitted concentration of half-maximal effect; % is set by controls: 0 for no effect and ±100 for the full control effect
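Human kidney-isoform GLS in 45 mM KH2PO4 pH 8.2, 0.02% Tween-20, with compound, started with 1mM L-Glutamine (added stock). Glutamate oxidase/HRP/Amplex red coupled fluorescence read at start and after 30 min at RT.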
Pin1 inhibitor = blocks the human prolyl isomerase Pin1; Pin1 FP peptide displacement, HiFluor488, 10 min; Potency, µM (top dose mostly 115 µM), for the others: top-dose activity, negative = inhibition, usual class: inhibitors; 390,000 compounds, 0.009% hits; AID 504891; active = well fitted inhibition curve with a large enough effect in the polarisation, with a control signal flat, not every such curve was filed as active; inconclusive = small, poorly fitted or top-dose-only effect, or effect the other way, or a change in a side signal; inactive = no such curve, though single readings can be large or run the other way; the % refers to the polarisation; note: potency is the fitted concentration of half-maximal effect; % is set by controls: 0 for no effect and ±100 for the full control effect
JMJD2A Tudor inh = inhibitors of human JMJD2A Tudor domain; AlphaScreen JMJD2A-Tudor / H3K4me3 peptide binding; Potency, µM (series often up to 114 µM), without a hit: top-dose activity change, negative = inhibition, most hits filed as inhibitors; 390,000 compounds, 4.4% hits; AID 504339; note: potency is the fitted concentration of half-maximal effect; % is set by controls: 0 for no effect and ±100 for the full control effect; nearly all actives have a fitted effect of over 50% in size
Target sequence (O75164 whole entry, looked up, the tested form may be a part): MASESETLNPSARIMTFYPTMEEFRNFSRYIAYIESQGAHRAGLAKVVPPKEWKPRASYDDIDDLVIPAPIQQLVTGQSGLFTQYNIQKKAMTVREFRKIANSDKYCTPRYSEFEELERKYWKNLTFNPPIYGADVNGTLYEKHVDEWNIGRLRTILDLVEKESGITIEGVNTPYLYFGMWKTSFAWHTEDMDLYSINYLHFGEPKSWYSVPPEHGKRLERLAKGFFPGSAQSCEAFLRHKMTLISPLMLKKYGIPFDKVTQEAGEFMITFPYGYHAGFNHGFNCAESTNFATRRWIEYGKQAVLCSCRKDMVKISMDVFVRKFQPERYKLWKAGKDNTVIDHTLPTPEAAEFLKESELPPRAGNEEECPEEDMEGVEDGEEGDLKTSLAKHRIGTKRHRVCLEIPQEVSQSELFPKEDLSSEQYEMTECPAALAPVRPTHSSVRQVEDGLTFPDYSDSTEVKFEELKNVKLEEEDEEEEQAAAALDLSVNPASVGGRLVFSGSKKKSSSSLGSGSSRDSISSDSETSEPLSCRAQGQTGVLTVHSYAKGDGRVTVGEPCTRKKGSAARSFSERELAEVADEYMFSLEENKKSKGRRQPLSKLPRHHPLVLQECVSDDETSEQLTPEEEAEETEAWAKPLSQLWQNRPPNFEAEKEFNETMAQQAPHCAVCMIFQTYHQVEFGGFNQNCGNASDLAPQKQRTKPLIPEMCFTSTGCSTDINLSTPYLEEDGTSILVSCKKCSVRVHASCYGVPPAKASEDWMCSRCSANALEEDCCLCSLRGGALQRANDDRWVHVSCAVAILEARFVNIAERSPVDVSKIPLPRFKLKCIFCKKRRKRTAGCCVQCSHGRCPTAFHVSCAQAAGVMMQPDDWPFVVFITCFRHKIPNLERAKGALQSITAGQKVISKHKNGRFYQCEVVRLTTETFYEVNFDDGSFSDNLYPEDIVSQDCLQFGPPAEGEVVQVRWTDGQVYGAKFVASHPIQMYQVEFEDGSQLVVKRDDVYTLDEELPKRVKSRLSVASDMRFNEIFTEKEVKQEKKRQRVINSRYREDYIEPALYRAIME
BAZ2B inh = blocks human BAZ2B. 360,000 compounds, 4.4% hits. Q9UIF8. Potency, µM (highest dose often 114 µM), for inactives: at the top dose activity change, negative = inhibition, actives largely listed as inhibitors. AlphaScreen BAZ2B-H3K14Ac peptide displacement. AID 504333; note: potency is the fitted concentration of half-maximal effect; % is set by controls: 0 for no effect and ±100 for the full control effect; nearly all actives have a fitted effect of over 60% in size
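BAZ2B 50 nM plus b-H3(5-23)K14Ac 50 nM, PBS pH 7.4/0.01% Tween-20, 30 min RT; compound added (max 110 uM), 30 min RT; streptavidin donor/Ni-chelate acceptor beads 10 ug/mL final, 20 min dark; AlphaScreen read.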
* = called active by the depositor; i = inactive; ? = inconclusive; / = not tested or not shown; & = joins results of further samples; [ ] = remark or other dose. Unless noted, calls come from the whole dose curve; as a rule, active = well fitted curve in the direction sought with a large enough effect; inconclusive = small, poorly fitted or top-dose-only effect, or another doubt; inactive = no such curve, though single readings can be large; an effect the other way counts as inactive or inconclusive. A portion of the library; rates above refer to the full screens.

SMILES	PI4K2A block	HP1b binding inh	Tb PGK inh	POLH inh	G9a block	GLS inh	Pin1 inhibitor	JMJD2A Tudor inh	BAZ2B inh
C=CCOc1ccc2ccccc2c1CNn1cn[nH]c1=S	-6	31%	-8%	0%	/	0%	-1%	?	-9%
Cc1ccc(N2C(=O)[C@@H]3Cc4ccccc4CN3C2=O)cc1	0	35%	-1%	-8%	10%[12.7 µM]	-9%	-18%	6%	-8%
CN(Cc1nccs1)C(=O)C1CCC(=O)N(CCc2cccc(F)c2)C1 (centres undefined)	3	35%[activator]	-4%	-5%	/	8%	-1%	-2%	-5%
Nc1nonc1C(=O)NCCNCc1ccc(Cl)c(Cl)c1	2	49%[activator]	2%	-12%	4%[59 µM]	3%	-5%	-3%	-15%
Cc1ccc(S(=O)(=O)Cc2ccc(C(=O)N3CCN(c4cc(C)ccc4C)CC3)o2)cc1	4	0%	-12%	-7%	-30%	-1%	-9%	?	56µM*
Cc1cccc(C(=O)NNC(=O)c2ccc3ccccc3c2)c1	0	24%	-5%	-19%	/	-2%	72%[activator]	-9%	/
Cc1ccc(N(C(=O)Cn2nnc3ccccc32)C(C(=O)NCc2ccccc2)c2ccccn2)cc1 (centres undefined)	1	22%	-5%	-10%	3%[59 µM]	3%	-8%	-9%[57.1 µM]	-7%
O=C(COC(=O)c1ccccc1Cl)NCc1cccs1	4	/	-7%	-1%	/	-2%	/	/	/
CN(C)CC1CCC/C(=C\c2ccc(OC(=O)/C=C/c3ccc(Cl)c(Cl)c3)cc2)C1=O (centres undefined)	11	0%	-3%	-2%	/	5%	-1%	-12%	/
CCC(=O)c1ccc(OC(=O)Cc2ccc(OC)cc2)cc1	11	60%[activator]	5%	-15%	/	6%	-13%	9%	-1%
CSc1ccccc1C(=O)N1CCN(c2ncccn2)CC1	-2	64%[activator]	-3%	-6%	-41%	-3%	0%	-19%	-10%
c1coc(-c2nnc3sc(-c4cccs4)nn23)c1	1	44%[activator]	-3%	-11%	?	-16%	?	-32%	-31%
CCCCn1nnc(NC(=O)c2sc3cc(Cl)ccc3c2Cl)n1	6	64%[activator]	-2%	-6%	28%[59 µM]	10%	19%	22%	30%
Cn1cccc1-c1cc(C(=O)N/N=C/c2ccc(F)cc2)[nH]n1	2	?	0%	10%	?	0%	1%	-29%	?
CCCCC(=O)Nc1ccc2c(c1)nc1n2CCOC1	-3	-11%	-9%	-15%	10%	3%	-6%	79µM*	7%
O=c1c(-c2cc3ccccc3o2)[n+]([O-])c2ccccc2n1OCc1ccccn1	-5	14%	-12%	2%	-14%	-2%	?	-6%	6%
CCOP(=O)(OCC)C(NC(=O)c1cc([N+](=O)[O-])cc([N+](=O)[O-])c1)C(F)(F)F (centres undefined)	-3	?	-8%	-15%	?	10%	-2%	?	?
CC(C)c1ccc(Nc2c(-c3ccccc3O)nc3cnccn23)cc1	3	3%	12%	-27%	?	1%	0%	?	?
O=C(COc1ccc(C(=O)c2ccccc2)cc1)NCC1CCCCC1	7	42%[activator]	i	-7%	16%[59 µM]	-2%	-5%	-6%	6%
Cc1noc(C)c1C(=O)NC(Cc1c[nH]c2ccccc12)C(=O)O (centres undefined)	2	8%[57 µM]	0%	-18%	/	15%	-1%	-2%	/
COc1ccc(/C=N/NC(=O)CNC(=O)c2ccc(S(=O)(=O)N3CCOCC3)cc2)cc1OC	4	36%	-8%	-17%	17%[59 µM]	-2%	-3%	2%	0%
COc1ccc(CNC(=O)Cc2c(C)c3c(cc(C)c4c(C)c(C)oc43)oc2=O)cc1	5	46%[activator]	i	-17%	-1%[59 µM]	-1%	-1%	-14%	0%
O=C(CC1NCCc2ccccc21)Nc1ccc(Oc2ccccc2)cc1 (centres undefined)	3	3%	-7%	-22%	-40%	-15%	-11%	-29%	-21%
CC(=O)O[C@H]1C[C@@]2(C)[C@@H](C[C@@H](O)[C@H]3[C@@]4(C)CC[C@@H](O)[C@@H](C)C4CC[C@@]32C)/C1=C(\CCC=C(C)C)C(=O)O (some centres undefined)	1	30%	-6%	-7%	7%	-10%	3%	-3%	-16%
CCOc1ccc(S(=O)(=O)Oc2ccc3ccccc3c2)cc1	1	148%[activator]	5%	-14%	208%[activator][59 µM]	0%	6%	91%[activator]	73%[activator]

Reformatted with two lines to a compound: part of the list above.
Value order: PI4K2A block, HP1b binding inh, Tb PGK inh, POLH inh, G9a block, GLS inh, Pin1 inhibitor, JMJD2A Tudor inh, BAZ2B inh
CC(C)c1ccc(Nc2c(-c3ccccc3O)nc3cnccn23)cc1
 : 3, 3%, 12%, -27%, ?, 1%, 0%, ?, ?
O=C(COc1ccc(C(=O)c2ccccc2)cc1)NCC1CCCCC1
 : 7, 42%[activator], i, -7%, 16%[59 µM], -2%, -5%, -6%, 6%
Cc1noc(C)c1C(=O)NC(Cc1c[nH]c2ccccc12)C(=O)O (centres undefined)
 : 2, 8%[57 µM], 0%, -18%, /, 15%, -1%, -2%, /
COc1ccc(/C=N/NC(=O)CNC(=O)c2ccc(S(=O)(=O)N3CCOCC3)cc2)cc1OC
 : 4, 36%, -8%, -17%, 17%[59 µM], -2%, -3%, 2%, 0%
COc1ccc(CNC(=O)Cc2c(C)c3c(cc(C)c4c(C)c(C)oc43)oc2=O)cc1
 : 5, 46%[activator], i, -17%, -1%[59 µM], -1%, -1%, -14%, 0%
O=C(CC1NCCc2ccccc21)Nc1ccc(Oc2ccccc2)cc1 (centres undefined)
 : 3, 3%, -7%, -22%, -40%, -15%, -11%, -29%, -21%
CC(=O)O[C@H]1C[C@@]2(C)[C@@H](C[C@@H](O)[C@H]3[C@@]4(C)CC[C@@H](O)[C@@H](C)C4CC[C@@]32C)/C1=C(\CCC=C(C)C)C(=O)O (some centres undefined)
 : 1, 30%, -6%, -7%, 7%, -10%, 3%, -3%, -16%
CCOc1ccc(S(=O)(=O)Oc2ccc3ccccc3c2)cc1
 : 1, 148%[activator], 5%, -14%, 208%[activator][59 µM], 0%, 6%, 91%[activator], 73%[activator]

Next section.
SMILES	PI4K2A block	HP1b binding inh	Tb PGK inh	POLH inh	G9a block	GLS inh	Pin1 inhibitor	JMJD2A Tudor inh	BAZ2B inh
CCN(CC)CCCNC(=O)CCC(=O)NNc1nc2ccccc2c2nc(C)nn12	3&-2	13%&27%	1%&0%	-1%&2%	-30%	29%&26%	5%&-7%	-24%	?
O=C(CSc1nnc(NCc2ccccc2)s1)c1ccco1	3	24%	3%	-3%	-17%	19%	-1%	-5%	-4%
Cc1cccc(OCC(=O)NNC(=O)CCCCC(=O)NNC(=O)COc2cccc(C)c2)c1	-1	37%	-6%	-6%	-2%	9%	45%[activator]	1%	3%
Cc1ccccc1-c1nc(CS(=O)CC(=O)NCc2ccccn2)c(C)o1 (centres undefined)	-2	37%	i	-17%	3%	2%	-6%	-26%	-15%
C/C(N)=C(/C#N)C(=O)COC(=O)c1cc2c(s1)CCC(C)C2 (centres undefined)	1	20%	-3%	-25%	-2%	-8%	1%	-14%	-17%
O=C1NC(=O)c2c(Br)c(Br)c(Br)c(Br)c21	0	12%[57 µM]	4%	-3%	/	4%	0%	-10%	/
Cc1ccc(C)c(N2CCN(C(=O)c3ccc(CS(=O)Cc4ccc(Cl)cc4)o3)CC2)c1 (centres undefined)	-2	-4%	3%	-9%	-10%	2%	-1%	-35%	?
CC(C)C(=O)N[C@H]1CCC2C3CC=C4C[C@@H](O)CC[C@]4(C)C3CC[C@@]21C (some centres undefined)	-1	15%[57 µM]	4%	-7%	/	4%	-14%	-7%	/
CC(C)Oc1ccc(C(=O)Nc2nnc(SCC(=O)N3CCOCC3)s2)cc1	2	40%[activator]	-3%	-17%	1%	4%	-3%	-12%	-3%
CN1CCC(N(C)S(=O)(=O)c2ccc(Cl)cc2)CC1	-1	35%	-8%	-12%	/	-10%	-3%	5%	8%
CCOC(=O)C1CCCN(C(=O)c2ccccc2NC(=O)c2nsc3ccccc23)C1 (centres undefined)	-5	32%[57 µM]	-11%	1%	31%[59 µM]	-3%	0%	12%	5%
COc1cc2ccccc2cc1C(=O)Nc1ccccc1N1CCCC1	-1	9%	-4%	-21%	?	7%	36%[activator]	-28%	-9%
c1cc2c(nn1)CCc1nonc1-2	0	30%	-8%	-10%	?	-5%	0%	-7%	-2%
FC(F)(F)c1cnc(NNC(=S)Nc2ccccc2Cl)c(Cl)c1	-2	-19%	-6%	-22%	40µM*	?	2%	-27%	7%
O=C(CNC(=O)c1ccccc1Cl)Nc1ccc(F)cc1	-3	28%	-1%	-11%	26%[59 µM]	2%	1%	-1%	5%
Cc1ccc(C(=O)O)cc1NC(=S)NC(=O)C(c1ccccc1)c1ccccc1	2	-2%	-1%	4%	-50%[59 µM]	-1%	-13%	-26%	-5%
COC(=O)c1cc(NC(=O)c2cccc(C(F)(F)F)c2)c(=O)oc1C	1	44%[activator]	-3%	-18%	28µM*	13%	5%	-5%	-7%
CCCCn1c(N)c(N(Cc2ccccc2OC)C(=O)CN2C(=O)NC3(CCCC3)C2=O)c(=O)[nH]c1=O	-6	24%	-11%	-14%	1%[0.501 µM]	-1%	-1%	-14%	-32%
